Screening results deposited in PubChem by The Scripps Research Institute Molecular Screening Center.
PAFAH1B2 inh = blocks human PAF acetylhydrolase 1b catalytic subunit 2. recombinant PAFAH1B2, FP-rhodamine activity probe, fluorescence polarization. hit rate 1.2% among 340,000. inhibition, % at 3.39 µM;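 active = inhibition above the mean of all tested compounds plus 3 SD, cut at about 24% in these data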;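 note: 0% = enzyme with DMSO and 100% = wells lacking PAFAH1B2; many of its hits are not listed in these tables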
Target sequence (P68402 whole entry, looked up): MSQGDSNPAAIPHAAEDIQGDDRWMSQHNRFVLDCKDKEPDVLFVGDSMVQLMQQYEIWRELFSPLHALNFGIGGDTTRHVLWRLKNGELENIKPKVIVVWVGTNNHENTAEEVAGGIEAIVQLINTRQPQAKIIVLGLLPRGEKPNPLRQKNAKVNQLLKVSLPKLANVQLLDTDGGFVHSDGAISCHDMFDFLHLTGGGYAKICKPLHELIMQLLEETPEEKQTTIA
LYPLA1 inh = LYPLA1 (human) inhibition in PME1 counter-screen; inhibition, % at 5.9 µM; AID 2174; recombinant LYPLA1, FP-Rh probe fluorescence polarization; O75608; hit rate 0.16% among 320,000;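 active = inhibition above the mean of all tested compounds plus 3 SD, set per campaign, cut at about 14% in these data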;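 note: inhibitors block serine hydrolase probe labeling of LYPLA1 so polarization falls; 0% = enzyme with DMSO and 100% = wells lacking LYPLA1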
PAFAH1B3 FP inh = PAFAH1B3 (human) inhibition; Q15102; recombinant PAFAH1B3, FP-rhodamine probe, fluorescence polarization; inhibition, % at 3.39 µM; hit rate 0.28% among 340,000; AID 492972;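 active = inhibition above the screen-wide average of all tested compounds plus 3 SD, cut at about 25% in these data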;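 note: 0% = enzyme with DMSO only and 100% = wells lacking PAFAH1B3 protein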
PME-1 primary = blocks human protein phosphatase methylesterase 1; Q9Y570; recombinant PME-1, FP-Rh probe fluorescence polarization; inhibition, % at 5.9 µM; hit rate 0.53% among 320,000;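 active = inhibition above the campaign mean of all compounds plus 3 SD, cut at about 26% in these data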;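 note: competitive labeling of PME-1 active site by serine hydrolase directed probe; 0% = PME-1 with DMSO and 100% = wells lacking PME-1 enzyme; inhibitors block probe labeling so polarization falls and inhibition rises; many of its hits are not listed in these tables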
PAD4 FP inh = blocks human protein arginine deiminase 4. Q9UM07. recombinant PAD4, RCA probe fluorescence polarization. inhibition, % at 6.36 µM. hit rate 0.41% among 330,000;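 active = percent inhibition above a cutoff equal to the mean of all tested compounds plus 3 SD, cut at about 15% in these data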;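 note: 0% = PAD4 with RCA probe and DMSO and 100% = probe without PAD4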
Target sequence (Q9UM07 whole entry, looked up): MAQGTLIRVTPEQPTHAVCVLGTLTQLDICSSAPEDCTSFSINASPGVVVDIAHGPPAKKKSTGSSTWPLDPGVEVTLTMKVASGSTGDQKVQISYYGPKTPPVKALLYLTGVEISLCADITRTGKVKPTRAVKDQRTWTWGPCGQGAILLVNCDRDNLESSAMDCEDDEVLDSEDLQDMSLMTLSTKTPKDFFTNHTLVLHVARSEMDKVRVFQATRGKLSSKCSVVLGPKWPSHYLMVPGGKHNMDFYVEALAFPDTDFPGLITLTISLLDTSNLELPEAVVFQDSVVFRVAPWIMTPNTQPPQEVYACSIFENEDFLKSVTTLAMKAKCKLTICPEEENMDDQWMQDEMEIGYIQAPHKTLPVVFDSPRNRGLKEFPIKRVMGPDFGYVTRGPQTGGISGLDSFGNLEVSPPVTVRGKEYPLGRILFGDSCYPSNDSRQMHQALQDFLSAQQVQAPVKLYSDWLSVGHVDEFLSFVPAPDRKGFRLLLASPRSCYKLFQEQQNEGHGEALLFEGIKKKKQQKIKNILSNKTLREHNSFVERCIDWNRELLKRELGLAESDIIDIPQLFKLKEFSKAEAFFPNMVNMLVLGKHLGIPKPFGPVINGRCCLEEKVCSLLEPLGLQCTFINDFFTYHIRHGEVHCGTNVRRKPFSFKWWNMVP
LYPLA2 inh = LYPLA2 (human) inhibition in PME1 counter-screen. inhibition, % at 5.9 µM. hit rate 0.38% among 320,000. O95372. AID 2177. recombinant LYPLA2, FP-Rh probe fluorescence polarization;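 active = inhibition above the screen-wide mean plus 3 SD, limit set per campaign, cut at about 26% in these data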;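 note: 0% = LYPLA2 with DMSO and 100% = wells lacking LYPLA2 enzyme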
PREPL inh = inhibits the human prolyl oligopeptidase-like enzyme; Q4J6C6; recombinant PREPL, fluorescence polarization activity-based probe; inhibition, % at 5.96 µM; hit rate 0.68% among 320,000; in the data active = inhibition above about 43%;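 note: 0% = enzyme with DMSO and 100% = wells lacking enzyme; many of its hits are not listed in these tables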
pPAFAH inh = inhibitors of human plasma PAF acetylhydrolase (pPAFAH); Q13093; recombinant pPAFAH, FP-rhodamine probe fluorescence polarization; inhibition, % at 3.39 µM; hit rate 1.5% among 330,000; AID 463082;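 active = inhibition above the mean inhibition across the screen plus 3 SD, cut at about 25% in these data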;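 note: inhibitors block binding of the rhodamine activity-based probe so polarization drops; 0% = enzyme with DMSO and 100% = wells lacking pPAFAH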
GSTO1 inh = blocks human GSTO1 in RBBP9 counter-screen. AID 1974. hit rate 1.1% among 300,000. P78417. recombinant GSTO1, activity-based probe fluorescence polarization. inhibition, % at 5.96 µM;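 active = inhibition above the campaign mean inhibition plus 3 SD, cut at about 35% in these data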;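 note: 0% = GSTO1-1 with DMSO and 100% = wells lacking GSTO1-1 enzyme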
* = called active by the depositor; nt = no result given. Not all compounds are listed. The share of hits here may be higher or lower than overall.

SMILES	PAD4 FP inh	LYPLA2 inh	pPAFAH inh	PME-1 primary	PAFAH1B3 FP inh	GSTO1 inh	LYPLA1 inh	PREPL inh	PAFAH1B2 inh
Cc1sc2ncnc(N3CCC(C(=O)N(C)CC(=O)Nc4ccccc4Cl)CC3)c2c1C	-5	-4	1	9	4	0	-1	-3	-6
Cc1ccc(SC(c2ccc(C)cc2)C(Cn2cncn2)C(=O)c2ccccc2)cc1 (configuration not stated)	5	5	0	-4	-4	1	-2	7	-1
Cc1ccnc(N2CCCC(C(=O)NC3CC3)C2)n1 (configuration not stated)	0	3	0	-4	0	4	-1	-2	1
CCOC(=O)c1c(C)[nH]c(C)c1S(=O)(=O)N1CCN(c2cccc(C)c2)C(C)C1 (configuration not stated)	0	0	2	0	3	0	-1	15	-1
CCOC(=O)/C(C(C)=O)=C1\OC(=O)c2ccccc21	2	-3	-6	0	-7	8	-3	3	2
O=C(Nc1cccc2ccccc12)c1ccccc1Cl	-2	5	2	7	7	2	0	-19	4
CCOC(=O)c1cc(-c2ccc(OC)cc2F)nc2c1c(C)nn2CCC#N	6	-1	-1	0	10	0	-4	-1	7
O=C(c1cc(-c2cccs2)on1)N1CCN(c2ccc(F)cc2)CC1	-2	28*	2	-1	3	-1	6	-4	0
COc1ccc(C(=O)Nc2nc(C)c(C(=O)N(C)C)s2)cc1OC	2	8	7	-1	8	-2	1	8	7
O=C(CC(c1ccccc1)c1ccccc1)Nc1ccc(O)cc1	-1	-10	4	4	11	-3	2	1	3
Cc1ccc(NC(=O)Cc2nc(CSc3nnc(-c4ccc5c(c4)OCO5)o3)cs2)cc1	-2	-2	11	-11	7	-1	-2	-55	4
COc1ccc2c(c1)OC/C(=C/c1cccs1)C2=O	-3	4	3	10	0	-2	-1	0	1
O=C1CC(N2CCCCCC2)C(=O)N1c1ccc2c(c1)OCO2 (configuration not stated)	-8	6	3	-4	9	6	3	-10	1
Cc1ccc(S(=O)(=O)N2CCN(C(=O)CSc3ncn[nH]3)CC2)cc1	0	3	2	-2	3	nt	0	0	8
CSc1nc(Oc2ccc(F)cc2)c2ccccc2n1	-2	0	3	-4	0	-5	2	-2	0
O=C1OC[C@@H]2CCCN2C(=O)[C@@H](CC(=O)N(CCO)Cc2ccccc2)C/C=C\CC[C@H]1Cc1ccc(F)cc1	-3	nt	3	nt	-2	nt	nt	44*	6
CSCCOC(=O)c1[nH]c2c(c1C)C(=O)CC(c1ccco1)C2 (configuration not stated)	-4	-4	21	0	6	2	-4	-5	4
COCCCNC(=S)N1CCN(C(=O)c2ccco2)CC1	-3	-3	0	-2	-2	-1	0	-1	2
O=C(c1cnc2sccn2c1=O)N1CCN(c2ccccc2Cl)CC1	1	4	-5	0	0	-1	2	0	0
CC1(C)CC(=O)C=C(N2CCNCC2)C1	-1	2	1	-4	-3	-3	2	1	3
CCCN(CCC)Cc1c(C(=O)N/N=C/c2ccsc2)nnn1-c1nonc1N	-4	-7	-1	-1	1	4	-2	-1	1
CNc1nnc(-c2ccc(N(C)C)cc2)s1	-1	-3	-4	2	-4	2	-2	19	4
CCCCn1c2c(c(=O)n(C)c1=O)C(c1ccc(OC)cc1)N1CCCCCC1=N2 (configuration not stated)	-3	-4	1	-2	-5	8	-1	18	-5
Cc1ccc(-c2nnn(CC(=O)N(CCO)C(C(=O)NC3CCCCC3)c3ccncc3)n2)o1 (configuration not stated)	-4	-3	-8	-6	nt	1	-3	-6	nt
C=CCn1c(N(C)C)nc2c1c(=O)[nH]c(=O)n2C	6	8	2	0	9	3	0	12	0
O=C1S/C(=C\c2ccc(O)c([N+](=O)[O-])c2)C(=O)N1Cc1cccc([N+](=O)[O-])c1	-4	1	21	15	nt	-5	0	10	nt
Cc1nc(N2CCC(C)CC2)c2nnn(Cc3ccccc3)c2n1	-1	-1	2	-1	2	6	-3	12	-2
CCn1c2ccccc2c2cc(NC(=O)C3CCN(S(=O)(=O)c4cccs4)CC3)ccc21	-1	3	3	4	8	2	0	24	1
O=C(COC(=O)c1ccccn1)NC1CCCCC1	3	-2	6	-6	5	-2	1	-4	-1
CC1CCCN(C(=O)Cn2c(=O)oc3cc(S(=O)(=O)N4CCCCC4)ccc32)C1 (configuration not stated)	-4	1	-2	2	-1	0	2	13	9
Cc1nn2cc(-c3ccc(Cl)cc3)cnc2c1Br	-5	2	5	-6	1	1	0	-19	2
CC(C)(C)c1cnnn1-c1ccc([N+](=O)[O-])cc1	-2	0	6	3	0	-7	0	1	7
CC(Oc1ccc(Cl)cc1Cl)C(=O)NNC(=O)C(=O)N1CCCC1 (configuration not stated)	-10	0	4	3	-1	2	2	3	8
O=C1C(=O)N(Cc2cccnc2)C(c2ccc(Br)cc2)/C1=C(\O)c1ccc2c(c1)OCCO2 (configuration not stated)	-3	-2	1	0	12	0	-1	3	7
COc1ccc(-c2noc(-c3ccccc3C(=O)N3CCOCC3)n2)cc1	2	-2	5	-2	4	2	-1	23	-3
Nc1nc(N)c2c(n1)CCCC2	-6	-1	3	-1	6	8	-2	-2	4
O=C(CNC(=O)c1ccc(OC(F)F)cc1)NC1CCCc2ccccc21 (configuration not stated)	-5	-4	2	9	-3	1	-1	14	4
COc1ccc(C(=S)N2CCOCC2)cc1OC(=O)c1cc(OC)c(OC)c(OC)c1	5	0	0	-1	8	-4	-2	16	-10
O=C1CSC(c2cn(-c3ccccc3)nc2-c2cc3ccccc3o2)N1Cc1ccccc1 (configuration not stated)	1	-12	1	-9	-5	-14	-8	0	1
CN(C/C=C/c1ccccc1)C1CCCCC1	2	-3	-3	-11	2	6	-4	7	-1
COc1ccccc1CN1CCNC(=O)C1CC(=O)NC1Cc2ccccc2C1 (configuration not stated)	0	9	6	4	-7	-7	1	22	0
COc1ccccc1N1CC(C(=O)Nc2ccc(N3CCOCC3)cc2)CC1=O (configuration not stated)	2	2	4	-1	-8	nt	0	6	5
COc1ccc(N2CCC(CNC(=O)Nc3ccccc3)C2)cc1 (configuration not stated)	4	-1	5	4	4	20	-1	32	1
COc1ccc(C(C(=O)NCC2CCCO2)N(C(=O)Cn2nnc3ccccc32)c2ccccc2C(C)=O)cc1OC (configuration not stated)	-2	1	7	4	3	1	-3	-3	-1
CC(N=C1NS(=O)(=O)c2ccccc21)C(=O)OCC(=O)N(C)C1CCS(=O)(=O)C1 (configuration not stated)	1	7	1	0	1	nt	2	2	7
COc1cccc2c(=O)c3c([nH]c12)OC(C)(C)C3	4	-11	7	-3	7	2	3	2	9
CCCc1cc(=O)oc2cc(OC(C)C(=O)NCc3ccccn3)c(Cl)cc12 (configuration not stated)	-1	0	4	6	3	0	2	5	-1
COc1ccc(OCC(=O)Nc2cc(S(=O)(=O)N3CCCCC3)ccc2OC)cc1	0	-4	7	20	4	-1	0	0	2
O=C(NC1CCCCCC1)c1cc(S(=O)(=O)N2CCC3(CC2)OCCO3)ccc1F	2	-2	1	5	-7	0	-2	3	14
O=C(Nc1nnc(-c2ccccn2)o1)c1ccc(Br)cc1	-4	-3	4	3	-3	-4	-1	1	9
Oc1c(Cl)cc(Cl)cc1CNc1ccc(Br)cn1	1	0	10	7	6	-7	-7	12	10
CCn1c(SCc2cccnc2)nnc1-c1c[nH]c2ccccc12	0	0	5	-3	12	-3	2	-8	7
CC(C)(C)OC(=O)N1CCOCCOCCN(C(=O)OC(C)(C)C)CCOCCOCC1	3	-5	-4	-3	15	15	-6	-9	-2
O=C(CSc1nnc(NC(=O)C2CC2)s1)NCc1ccccc1Cl	-2	0	2	-2	3	1	0	-6	1
CCOCCCNC(=O)C(NC(=O)Cc1cccs1)c1ccccc1 (configuration not stated)	3	-4	2	1	1	6	0	-4	2
CCCCOc1ccc(C2NC(=O)NC(C)=C2C(C)=O)cc1OCC (configuration not stated)	-7	-1	4	-7	1	3	-4	13	1

Rewritten with two lines to a compound: 2 of the compounds above
Fields: PAD4 FP inh | LYPLA2 inh | pPAFAH inh | PME-1 primary | PAFAH1B3 FP inh | GSTO1 inh | LYPLA1 inh | PREPL inh | PAFAH1B2 inh
CCn1c(SCc2cccnc2)nnc1-c1c[nH]c2ccccc12
    0 | 0 | 5 | -3 | 12 | -3 | 2 | -8 | 7
CC(C)(C)OC(=O)N1CCOCCOCCN(C(=O)OC(C)(C)C)CCOCCOCC1
    3 | -5 | -4 | -3 | 15 | 15 | -6 | -9 | -2

(cont.)
SMILES	PAD4 FP inh	LYPLA2 inh	pPAFAH inh	PME-1 primary	PAFAH1B3 FP inh	GSTO1 inh	LYPLA1 inh	PREPL inh	PAFAH1B2 inh
COC(=O)C1=C(C)NC(=O)CC1c1ccccc1 (configuration not stated)	-1	-3	-4	4	-3	5	-4	-2	2
Cc1ncoc1C(=O)N1CCCC(C(=O)c2ccc3c4c(cccc24)CC3)C1 (configuration not stated)	-3	6	-3	-1	3	6	1	17	1
CC1CCCCC1NC(=O)CSc1nncs1 (configuration not stated)	-7	0	0	-8	6	2	-2	-7	6
CCN1CCN(c2ccc(S(=O)(=O)N3CCOCC3)cc2NC(=O)C(C)Oc2ccc(F)cc2)CC1 (configuration not stated)	2	3	-1	4	9	nt	3	10	5
NNC(=O)C1SCCN1S(=O)(=O)c1ccc(Cl)cc1 (configuration not stated)	3	3	8	2	4	0	-1	4	7
CN(C)C(=O)c1ccc(NC(=O)CC2SC(N3CCCC3)=NC2=O)cc1 (configuration not stated)	6	1	-5	3	1	-6	-1	13	0
CC1(C)Cc2c(sc(NC(=O)C(=O)N3CCCCC3)c2C(=O)O)CO1	-8	8	-3	-3	0	5	-3	7	6
Cc1ccccc1NC1=NS(=O)(=O)c2ccccc21	5	5	5	5	13	4	2	-4	2
O=C1NC(c2ccc(Cl)c([N+](=O)[O-])c2)Nc2ccccc21 (configuration not stated)	0	3	-4	3	14	4	1	9	3
COc1cc2c(C(=O)NCc3ccc4c(c3)OCO4)cn(CC(C)C)c(=O)c2cc1OC	6	4	-2	-3	-9	3	2	13	1
O=C(CN(C(=O)c1nsc(Cl)c1Cl)c1cccc(F)c1)NC1CCCC1	7	-2	3	1	7	-2	2	-11	2
O=C(O)CC1CCCC(c2ccccc2)C1=O (configuration not stated)	-3	5	2	-2	-1	5	-2	4	5
O=C(NCc1cn2ccccc2n1)C1CCC(=O)N(Cc2ccccc2F)C1 (configuration not stated)	-1	9	0	-3	5	7	6	11	0
CCN1CCN(S(=O)(=O)CC2(C)C3CCC2(C)C(=O)C3Br)CC1 (configuration not stated)	8	-11	-3	-10	2	-1	-2	-5	2
CCCc1cc(C(=O)N/N=C/c2ccc(CC)s2)c2ccccc2n1	-9	3	2	0	-5	6	4	8	-3
O=C(Nc1ccc(F)cc1F)c1cncc(Br)c1	-1	5	1	5	0	5	3	-2	2
CCCn1c(SC(C)C(=O)N2CCOCC2)nc2ccc(Br)cc2c1=O (configuration not stated)	-7	-2	-3	5	-1	-4	-1	9	-2
O=Cc1cc(N=Nc2ccccc2Cl)ccc1O	1	1	28*	3	13	20	3	15	9
